NCOA2 inhibitor: inhibition of GAL4-SRC2 driven luciferase reporter, primary screen, SRC2 inhibitor project, cell-based, luminescence; Nuclear receptor coactivator 2 (Homo sapiens), Q15596; HEK293 GAL4-SRC2 luciferase reporter; inhibition, % at 9 µM; actives 0.17% (n = 370,000); AID 651957, 2012;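 active = inhibition above the mean inhibition of all tested compounds plus 3 SD, set per campaign, cut at about 52% in these data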;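 note: 0% = DMSO treated cells and 100% = cells given Gossypol at 36 µM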
Target sequence (Q15596 whole entry, looked up, the tested form may be a part): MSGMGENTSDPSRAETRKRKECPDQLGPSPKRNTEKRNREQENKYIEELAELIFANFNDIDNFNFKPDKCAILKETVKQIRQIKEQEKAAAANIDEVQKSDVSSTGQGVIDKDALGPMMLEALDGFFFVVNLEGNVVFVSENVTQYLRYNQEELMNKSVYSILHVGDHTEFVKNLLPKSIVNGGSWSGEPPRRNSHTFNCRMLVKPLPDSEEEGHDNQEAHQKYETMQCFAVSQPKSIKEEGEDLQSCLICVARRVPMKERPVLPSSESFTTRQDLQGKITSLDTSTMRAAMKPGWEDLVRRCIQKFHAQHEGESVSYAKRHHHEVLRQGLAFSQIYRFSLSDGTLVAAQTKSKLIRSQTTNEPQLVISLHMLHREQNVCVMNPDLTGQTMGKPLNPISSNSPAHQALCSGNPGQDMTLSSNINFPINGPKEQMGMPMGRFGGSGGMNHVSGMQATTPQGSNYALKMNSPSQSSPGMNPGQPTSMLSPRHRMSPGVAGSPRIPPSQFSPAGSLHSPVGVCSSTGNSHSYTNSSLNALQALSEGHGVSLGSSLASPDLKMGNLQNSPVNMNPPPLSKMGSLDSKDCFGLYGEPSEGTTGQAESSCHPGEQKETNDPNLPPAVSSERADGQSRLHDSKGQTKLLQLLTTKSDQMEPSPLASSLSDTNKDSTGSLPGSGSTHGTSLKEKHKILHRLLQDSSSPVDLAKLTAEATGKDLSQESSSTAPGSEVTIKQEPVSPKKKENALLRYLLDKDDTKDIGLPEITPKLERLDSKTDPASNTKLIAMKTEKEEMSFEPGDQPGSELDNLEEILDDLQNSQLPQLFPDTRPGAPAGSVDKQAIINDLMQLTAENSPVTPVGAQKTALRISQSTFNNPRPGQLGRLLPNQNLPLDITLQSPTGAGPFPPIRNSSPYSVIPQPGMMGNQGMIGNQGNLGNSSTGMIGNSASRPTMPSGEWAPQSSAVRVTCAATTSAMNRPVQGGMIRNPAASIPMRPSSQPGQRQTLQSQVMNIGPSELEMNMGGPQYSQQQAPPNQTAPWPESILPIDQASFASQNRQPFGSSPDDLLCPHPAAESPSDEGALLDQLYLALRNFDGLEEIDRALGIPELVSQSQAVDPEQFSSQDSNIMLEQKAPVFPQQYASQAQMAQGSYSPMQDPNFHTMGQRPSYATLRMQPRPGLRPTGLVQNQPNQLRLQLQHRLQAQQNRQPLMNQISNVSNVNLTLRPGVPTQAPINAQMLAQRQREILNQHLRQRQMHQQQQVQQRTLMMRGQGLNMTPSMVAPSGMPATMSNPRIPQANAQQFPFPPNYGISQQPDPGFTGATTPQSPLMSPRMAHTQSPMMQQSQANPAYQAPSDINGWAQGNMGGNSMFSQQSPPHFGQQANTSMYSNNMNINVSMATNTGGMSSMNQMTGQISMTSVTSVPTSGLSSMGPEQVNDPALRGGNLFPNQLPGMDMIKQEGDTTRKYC
SRC1 inh: SRC1 coactivator transcriptional activity inhibitors, primary screen, cell-based, luminescence; Nuclear receptor coactivator 1 (Homo sapiens), Q15788; HEK293 GAL4-SRC1 luciferase reporter; inhibition, % at 3.6 µM; actives 0.12% (n = 360,000); AID 588354, 2011;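 active = inhibition above the campaign mean plus 3 SD, with each screening campaign given its own cutoff, cut at about 60% in these data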;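 note: 0% = DMSO treated cells and 100% = gossypol at 36 µM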
COUP-TFII inh: NR2F2 transcriptional activity inhibitors, primary screen, cell-based, luciferase reporter, HEK293T, luminescence; HEK293T NGFI-A luciferase reporter; inhibition, % at 8.6 µM; actives 0.7% (n = 370,000); COUP transcription factor 2 (Homo sapiens), P24468;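 active = inhibition above a per-plate cutoff, mean inhibition of test wells between control levels plus 3 SD, cut at about 38% in these data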;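 note: cells cotransfected with COUP-TFII expression vector driving the NGFI-A reporter; 0% = median of COUP-TF2 test wells and 100% = reporter-only cells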
NOD2 RIPK2 PPI: NOD2-RIPK2 binding disruptors in cells, primary screen, fluorescence, CHO cells, BLA complementation; Receptor-interacting serine/threonine-protein kinase 2 (Homo sapiens), O43353; CCF4 ratio; inhibition, % at 4.98 µM; actives 0.38% (n = 360,000); AID 624267, 2012; in the data active = inhibition above about 21%;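 note: 0% = vehicle only and 100% = reference blocker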
TROY signal inh: inhibitors of TROY-driven NF-kB signaling, primary screen, Q293 LMP1-TROYcd cells, NF-kB luciferase, uHTS; Q293 LMP1-TROYcd NF-kB luciferase reporter, 4 h; inhibition, % at 10 µM; actives 0.98% (n = 360,000); AID 1347056, 2019;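 active = compounds whose plate-normalised and pattern-corrected inhibition of the luciferase reporter signal at the single screening dose is 50% or more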
TLR9-MyD88 inh: inhibitors of TLR9-MyD88 association in cells, primary screen, cell-based, CHO, BLA complementation, fluorescence | actives 0.21% (n = 340,000) | inhibition, % at 4.98 µM | CCF4 FRET ratio;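 active = inhibition above the mean over all tested compounds plus 3 SD, cut at about 21% in these data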;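 note: 0% = DMSO only wells and 100% = clavulanate BLA inhibitor control wells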
C8 TRAIL sens: viability loss with TRAIL in NB7+C8 cells, primary screen, TRAIL sensitizer project, cell-based, ATPlite luminescence; inhibition (viability loss, TRAIL sensitization), % at 10 µM; actives 1% (n = 360,000); AID 624354, 2012;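 active = compounds causing at least 50% loss of cell viability in the single-dose screen, relative to plate controls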
EBV LMP1 NFkB: EBV LMP1-driven NF-kappaB luciferase reporter inhibitors, primary screen, cell-based, luminescence, single point; LMP1-induced NF-kappaB luciferase reporter cells; inhibition, % at 12.5 µM; actives 0.69% (n = 350,000); AID 504558, 2011; in the data active = inhibition above about 41%;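 note: 0% = neutral control wells and 100% = reference inhibitor control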
LRH-1 inv ag: LRH-1 (NR5A2) inverse agonists, primary screen, cell-based, luminescence, HEK293T, StAR-luciferase reporter; Nuclear receptor subfamily 5 group A member 2 (Homo sapiens), O00482; LRH-1 transfected, 24 h; inhibition, % at 3.6 µM; actives 0.13% (n = 360,000); AID 602396, 2012;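 active = inhibition above the mean inhibition of all tested compounds plus 3 SD, cut at about 73% in these data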;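 note: 0% = DMSO wells and 100% = reporter-only cells lacking LRH-1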
Vif imaging: HIV Vif self-association inhibitors, primary screen, imaging, HEK293T, single point; inhibition, % at 7.49 µM; actives 0.35% (n = 340,000); HEK293T cells, Vif self-association by quenched fluorescence, 24 h; AID 602346, 2012; in the data active = inhibition above about 50%, passing the limit was not always enough; note: some results filed as inactive read as strong as hits
NCOA3 inh: SRC3 coactivator transcriptional activity inhibitors, primary screen, cell-based, luminescence; Nuclear receptor coactivator 3 (Homo sapiens), Q9Y6Q9; HEK293 GAL4-SRC3 luciferase reporter; inhibition, % at 3.6 µM; actives 0.17% (n = 360,000);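 active = inhibition above a per-campaign cutoff, the mean of all compounds plus 3 SD, cut at about 60% in these data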;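 note: 0% = DMSO-treated cells and 100% = gossypol-treated cells at 36 µM; higher means less SRC3-driven luciferase light from the GAL4 reporter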
Active calls of the source: *; · = no result given. Not all compounds are listed (hit frequency here may not be typical).

A first look:
SMILES	NCOA2 inhibitor	SRC1 inh	COUP-TFII inh	NOD2 RIPK2 PPI	TROY signal inh	TLR9-MyD88 inh	C8 TRAIL sens	EBV LMP1 NFkB	LRH-1 inv ag	Vif imaging	NCOA3 inh
COc1ccc(NC(=O)C2CCN(S(=O)(=O)c3cccc4nonc34)CC2)cc1	-13	11	1	-13	12	-2	-8	0	7	33	-17
Cc1c(NC(=O)c2ccc(S(=O)(=O)N3CCOCC3)cc2)cccc1[N+](=O)[O-]	8	4	7	-6	6	-6	-4	5	2	-2	-33
Cc1cc(=O)oc(C)c1C(=O)Nc1ccc(F)cc1	6	-30	17	-13	-15	-5	1	6	-6	-4	5
CCOC(=O)c1c(C)[nH]c(C)c1S(=O)(=O)N1CCN(c2ccc([N+](=O)[O-])cc2)CC1	8	3	14	-4	7	-3	-7	·	-11	-4	18
CN(c1ccccc1)S(=O)(=O)c1ccc(Cl)c(C(=O)Nc2nc3ccccc3[nH]2)c1	12	-16	12	3	24	-3	33	13	-20	-13	-1
CN(C)c1nc(Nc2ccccc2)nc(Oc2ccc(=O)[nH]n2)n1	-12	-1	-5	11	-7	12	4	3	7	2	12
CCCc1cc(CNC(=O)C2CCC(=O)N(CCc3cccc(F)c3)C2)on1 (stereo unspecified)	-9	-21	8	-13	-18	1	-9	0	9	15	-5
COc1cc2c(cc1OC)C(C)N(S(=O)(=O)c1cnc(Cl)c(Cl)c1)CC2 (stereo unspecified)	·	-10	·	18	63*	5	75*	14	20	29	3
CC1=C(C(N)=O)C(c2cccnc2)n2nc(SCc3ccccc3Cl)nc2N1 (stereo unspecified)	·	5	·	2	-9	10	22	3	20	3	5
Nc1cccc2[nH]c(C(F)(F)F)nc12	-29	2	3	-4	8	-2	-1	3	5	1	24
COc1cc(/C=C/C(=O)NCc2ccccn2)cc(OC)c1OC	-18	-38	8	-14	-15	1	-16	-2	1	11	18

This part in full, repeating the preview:
SMILES	NCOA2 inhibitor	SRC1 inh	COUP-TFII inh	NOD2 RIPK2 PPI	TROY signal inh	TLR9-MyD88 inh	C8 TRAIL sens	EBV LMP1 NFkB	LRH-1 inv ag	Vif imaging	NCOA3 inh
COc1ccc(NC(=O)C2CCN(S(=O)(=O)c3cccc4nonc34)CC2)cc1	-13	11	1	-13	12	-2	-8	0	7	33	-17
Cc1c(NC(=O)c2ccc(S(=O)(=O)N3CCOCC3)cc2)cccc1[N+](=O)[O-]	8	4	7	-6	6	-6	-4	5	2	-2	-33
Cc1cc(=O)oc(C)c1C(=O)Nc1ccc(F)cc1	6	-30	17	-13	-15	-5	1	6	-6	-4	5
CCOC(=O)c1c(C)[nH]c(C)c1S(=O)(=O)N1CCN(c2ccc([N+](=O)[O-])cc2)CC1	8	3	14	-4	7	-3	-7	·	-11	-4	18
CN(c1ccccc1)S(=O)(=O)c1ccc(Cl)c(C(=O)Nc2nc3ccccc3[nH]2)c1	12	-16	12	3	24	-3	33	13	-20	-13	-1
CN(C)c1nc(Nc2ccccc2)nc(Oc2ccc(=O)[nH]n2)n1	-12	-1	-5	11	-7	12	4	3	7	2	12
CCCc1cc(CNC(=O)C2CCC(=O)N(CCc3cccc(F)c3)C2)on1 (stereo unspecified)	-9	-21	8	-13	-18	1	-9	0	9	15	-5
COc1cc2c(cc1OC)C(C)N(S(=O)(=O)c1cnc(Cl)c(Cl)c1)CC2 (stereo unspecified)	·	-10	·	18	63*	5	75*	14	20	29	3
CC1=C(C(N)=O)C(c2cccnc2)n2nc(SCc3ccccc3Cl)nc2N1 (stereo unspecified)	·	5	·	2	-9	10	22	3	20	3	5
Nc1cccc2[nH]c(C(F)(F)F)nc12	-29	2	3	-4	8	-2	-1	3	5	1	24
COc1cc(/C=C/C(=O)NCc2ccccn2)cc(OC)c1OC	-18	-38	8	-14	-15	1	-16	-2	1	11	18
COc1cc(CNCc2cccnc2)ccc1OCC(=O)NC1CCCCC1	20	-3	-12	0	14	-2	-4	0	-3	-10	20
COc1ccccc1CNc1nc(SC)ncc1CO	-7	3	4	-18	1	-1	-5	9	0	4	7
Cc1c(C(=O)Nc2ccc3c4c(cccc24)CC3)cccc1[N+](=O)[O-]	2	11	-14	-13	10	-4	2	2	-14	-20	17
CCOc1c(Br)cc(Br)cc1/C=C1\SC(N)=NC1=O	-10	12	-2	32*	6	4	4	-46	9	5	3
Cc1cc(C)c(C)c(S(=O)(=O)Nc2ccc(C(N)=O)cc2)c1C	-1	-27	6	-5	7	-7	11	-4	-1	2	12
Cc1ccc2nc3n(c(=O)c2c1)CCCCC3	-15	-31	-31	-7	-26	0	10	-8	-9	26	-34
Cc1ccccc1NC(=O)c1cccc(OCc2c(C)noc2C)c1	8	1	-6	-2	18	-1	-13	13	-1	17	16
CN(C)CCCNC(=O)C(=O)Nc1cc2c3c(c1)CC(=O)N3CCC2	-3	7	-10	0	-10	-2	11	2	2	0	-35
O=C(NCc1ccccc1)c1cc(C2CCCN(C(=O)c3cccs3)C2)on1 (stereo unspecified)	-4	17	-3	-6	0	·	9	·	2	6	-2
O=C(c1ccco1)N1CCN(Cc2nnc(-c3cccc(Cl)c3)o2)CC1	-19	-1	2	1	-3	3	-2	1	-16	15	1
COc1ccccc1OC(C)C(=O)Nc1nc(-c2ccc(S(=O)(=O)N3CCOCC3)cc2)cs1 (stereo unspecified)	-5	18	2	-3	15	4	0	8	0	-12	20
CCc1ccc(CN(C(=O)c2ccco2)C2CCS(=O)(=O)C2)cc1 (stereo unspecified)	1	-4	6	-5	-6	-1	-6	-2	-3	-11	0
CCCCN(Cc1cc2cc(OC)ccc2[nH]c1=O)C(=O)c1ccco1	10	0	-9	2	6	-8	-8	-4	13	4	-4
CCc1ccc(-n2c(=O)c3ccccc3n(CC(=O)C(C)(C)C)c2=O)cc1	2	-8	-3	-6	6	-2	2	2	-4	-10	-3
COc1ccc(OC)c(S(=O)(=O)NCc2cn3cccc(C)c3n2)c1	-3	1	-8	-6	2	-11	-9	-4	22	16	17
CC(C)CNC(=O)C1CCN(c2ccc(S(=O)(=O)N3CCOCC3)cc2)CC1	-4	-17	7	6	-2	-6	-11	-2	16	8	4
CNc1cnc(-c2ccccc2OC)cn1	-17	-1	-8	-2	6	·	-4	·	-26	-3	-7
O=c1c2[nH]c3ccccc3c2ncn1CCN1CCNCC1	-11	-19	-2	-5	-8	-6	-9	4	16	-2	11
O=C(Nc1ccc2c(c1)OCO2)c1c(F)cccc1F	-44	-63	-36	-5	-30	-2	16	-23	-140	19	-67
Cc1nn(C)cc1S(=O)(=O)NC1CCCC1	-55	-12	-6	-1	-12	-1	-14	-3	-11	0	3
Cn1cccc1Cc1nnc(SCC(=O)NCC2CCCO2)n1-c1ccc(F)cc1 (stereo unspecified)	-14	-8	-14	-2	3	-6	9	3	1	2	-13
COc1ccc(NC(=O)COC(=O)c2cccn2C)cc1S(=O)(=O)N1CCCCC1	10	-2	11	-16	5	-3	1	6	8	-8	2
Cc1onc(-c2c(F)cccc2Cl)c1C(=O)N1CCCCC1	-14	11	-12	0	22	4	2	1	7	3	5
CN(C(=O)CSc1ncn[nH]1)C1(C#N)CCCCC1	13	-14	-9	-10	-14	-13	-5	-19	14	-6	0
COc1ccc(C(O)c2nc(-c3ccc(OC)c(OC)c3)cs2)cc1 (stereo unspecified)	-13	-15	8	-11	11	·	-4	·	-2	-9	-6
CCOC(=O)c1ccc(NCCOC)c([N+](=O)[O-])c1	-70	-62	-5	2	-69	0	-7	-6	-35	-4	-31
CC(C)(C)C(=O)c1c(N)[nH]c(C(=O)c2ccccc2)c1-c1ccc(Cl)cc1Cl	10	·	5	10	10	·	-2	·	10	·	·
CCCNC(=O)C1(C)CCCN(Cc2cccc3ccccc23)C1 (stereo unspecified)	8	16	11	-7	2	·	-1	·	3	-6	-2
CCCC(C(=O)NC(C)(C)C)N(Cc1ccccc1)C(=O)c1snc(C(N)=O)c1N (stereo unspecified)	-11	3	14	1	6	-3	-6	14	-13	10	-12
COc1ccccc1NC(=O)/C(=C/c1ccncc1)NC(=O)c1ccccc1	-34	-8	-9	2	-22	1	-11	7	9	15	7
CC(C)COP(=O)(c1ccc(N(C)C)cc1)C(O)c1cccnc1 (stereo unspecified)	21	-17	6	-8	-11	-8	-41	-2	-10	-5	14
Cc1ccc(NC(=O)COC(=O)c2ccc3c(c2)OCO3)cc1S(=O)(=O)N1CCCCC1	-4	11	-10	-7	18	-11	4	-6	12	0	9
O=C(O)c1ccc(N=NNc2cccc([N+](=O)[O-])c2)cc1	-45	-91	-52	-2	-64	-7	-12	-31	-139	-2	-76
C=CCNC(=O)/C(=C/c1ccc(Br)cc1)NC(=O)c1ccccc1OC	-11	-3	2	-2	-1	-2	-1	-1	-2	-3	5
O=C(Nc1ccc(Br)cc1)N1CCCC(O)C1 (stereo unspecified)	-12	-17	12	-2	-35	2	-1	-7	-4	-1	-22
Cc1cccc(C)c1NS(=O)(=O)c1c(C(=O)N2CCCCC2)c(C)n(C)c1C	-19	1	-5	-7	-16	-9	-10	3	5	9	-24
CCc1ccc(NC(=O)C2CCCN(S(=O)(=O)c3cnc[nH]3)C2)cc1 (stereo unspecified)	·	4	·	-8	-5	-8	-4	-8	-11	-9	-14
Cn1cccc1C(=O)NNC(=O)c1ccccc1Br	-61	-41	-21	-5	-41	-4	11	2	-46	-5	-17
Cc1ccc(C)c(NC(=O)c2ccc3ccccc3n2)c1	-49	-159	-31	-8	-1	2	48	-72	-110	-1	-59
COc1ccc(-c2coc3c(C(=O)NCCN(C)C)cccc23)c(C)c1	27	16	12	1	26	·	-5	·	6	14	6
